Screening data (PubChem BioAssay)
WT yeast gro inh: growth inhibition of WT strain, primary screen, mitochondrial fusion inhibitor project, WT and mutant strains, chemical genetic | mitochondrial fusion phenotypic screen | inhibition, % at 10 µM | actives 2.1% (n = 190,000); in the data active means inhibition above about 58%; tested in S. cerevisiae
HEK293 NOD2/NF-kB: NOD2 signaling inhibitors, cell-based, luminescence, uHTS, HEK293 (AID 1566) | inhibition, % at 4 µM; hits with a dose series show EC50 in µM | HEK293 NOD2/NF-kB luciferase reporter, luminescence; higher % means a stronger effect | actives 0.63% (n = 290,000); in the data active means inhibition above about 50%; further: many of its hits are not listed in these tables
Yfh1-depleted yeast: enhancers of respiration in Yfh1-depleted yeast, dose response, Friedreich's ataxia, plus single-dose screen (AID 1465) | S. cerevisiae Yfh1-off respiration, WST-1 reduction, 72 h; higher fold induction means a stronger effect | fold induction at 50 µM, or EC50 in µM where a hit was titrated | actives 0.074% (n = 220,000);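 active means fold induction of absorbance versus untreated yeast above a set limit, then at least 30% activation at any dose in follow-up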;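 further: activators that raise dye reduction in frataxin-depleted yeast; strong numbers were not always called active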
Autophagy HCS: autophagy modulators in MEF cells, primary screen, imaging, high-content, MEF GFP-LC3; MEF GFP-LC3 puncta imaging; test concentration mostly 10 µM; calls only at 10 µM (by protocol); actives 0.98% (n = 190,000);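 active means percentage of spot-positive cells more than 3 SD above its plate mean, without a fluorescence outlier flag or 80% toxicity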;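 further: spot-positive cell cutoff set from DMSO-treated cells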
Hep lipid drop: inhibitors of hepatocyte lipid droplet formation, primary screen, imaging, high-throughput imaging, BODIPY stain. actives 0.4% (n = 240,000). inhibition, % at 6.5 µM. AID 1656, 2009. AML12 mouse hepatocytes, oleate lipid droplets;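 active means lipid droplet intensity inhibited by at least 50%, with more than 500 cells counted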
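System: AML12 hepatocytes (mouse). Probe or stimulus: oleic acid at 100 µM to induce lipid droplet formation. Times: overnight treatment with compound plus oleate. Detection: Image-based BODIPY and DAPI two-channel analysis. Evaluation: percent inhibition of filter-corrected integrated lipid droplet intensity per well.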
Insulin prom up: insulin promoter activators in MIN6 cells, imaging, high-content screening, mouse beta cells. MIN6 insulin promoter-GFP reporter; hits give high values. z-score at 5 µM. actives 0.3% (n = 190,000). AID 1625, 2009;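 active means z-score above 3 at 5 µM with at least 500 cells counted in the well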
Dynein cargo inh: inhibitors of GR-EGFP nuclear translocation, primary screen, dynein cargo transport inhibitor project, imaging, high-content, 3617.4 mouse cells; test concentration mostly 20 µM; stimulated with dexamethasone, 1 µM; hits give low values; z-score, hits read low; actives 0.47% (n = 220,000); AID 1381, 2008;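 active means plate z-score of nuclear minus cytoplasmic receptor signal below a set negative limit, without overly bright fluorescence or cell loss, cut at about -3.5 in these data, passing the limit was not always enough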;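 further: z-score of nuclear minus cytoplasmic ring GR-EGFP intensity difference per well; some compounds called inactive have numbers as strong as hits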
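medium = tetracycline-free induction medium containing charcoal-stripped FBS | probe or stimulus = dexamethasone, 1.0 µM final | timing = 48 h induction, then 1 h compound, then 30 min agonist, 37 °C | detection = automated 10x imaging of fixed Hoechst-stained cells | read-out basis = nuclear versus cytoplasmic GR-EGFP signal, averaged per well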
MT stabilizer: microtubule stabilizers in HeLa cells, primary screen, imaging, high-content imaging. HeLa tubulin immunostaining HCS, 24 h; share of cells brighter than vehicle mean+2SD. % tubulin-high responders, % at 10 µM. actives 0.83% (n = 200,000);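 active means plate Z-score above 3 for both tubulin-high and condensed-nucleus cell shares, with cell loss under 80%, at 10 µM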;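 further: anti alpha tubulin signal scored within the nucleus-defined area of each cell; some results filed as inactive read as strong as hits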
b-catenin transl: modulators of beta-catenin nuclear translocation, primary screen, imaging, HeLa cells, immunofluorescence, high-content | nuclear translocation activity, % at 5 µM | actives 0.3% (n = 190,000);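 active means nuclear translocation activity above 50% at 5 µM, with a well cell count of 50 or more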;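 further: per-cell ratio of nuclear to cytoplasmic median beta-catenin stain intensity; plate controls were DMSO negative control for no effect and GSK-3 inhibitor IX positive control for full effect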
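Signal – beta-catenin immunofluorescence imaging with DAPI · Test system – human HeLa cell line · Dosing – 5 µM primary single dose, 0.1% DMSO, 0.02–20 µM confirmation series · Measure – % activation, nuclear-to-cytoplasmic median beta-catenin signal ratio per cell · Incubation – 24 h compound exposure at 37°C, 5% CO2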
WT yeast gro inh mutant strain: also measured in WT yeast gro inh; calls as there; inhibition, %; mitochondrial fusion phenotypic screen, mutant strain inhibition
Dynein cargo inh cytoplasmic EGFP: also measured in Dynein cargo inh; calls as there; z-score; measured here: cytoplasmic GR-EGFP intensity; hits give high values
Dynein cargo inh nuclear GR-EGFP: recorded beside Dynein cargo inh, whose call it bears; z-score; measured here: nuclear GR-EGFP intensity;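 lower value marks the stronger effect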
Dynein cargo inh cell count: further read-out of Dynein cargo inh, marked with its call; z-score; measured here: cell count per field
Insulin prom up cell count: recorded beside Insulin prom up, whose call it bears; cell count; measured here: cytotoxicity, nuclei count;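 total cells summed across four imaged fields per well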
Hep lipid drop cells 6.5 µM: also measured in Hep lipid drop; calls as there; cell count; measured here: cell count, cytotoxicity flag;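 cells counted across two imaged fields per well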
b-catenin transl cell count 5 µM: further read-out of b-catenin transl, marked with its call; cell count; measured here: cell count, cytotoxicity flag
MT stabilizer Hoechst-high %: second read-out of MT stabilizer, no call of its own (marks repeat the call); % Hoechst-high responders; measured here: nuclear condensation Hoechst responders;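 share of cells brighter than vehicle mean plus two SD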
MT stabilizer cytotoxicity %: further read-out of MT stabilizer, marked with its call; toxicity, %; measured here: cytotoxicity by cell density;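 0% = mean cell density of plate MIN control wells and 100% = no cells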
Autophagy HCS cell loss 18 h: also measured in Autophagy HCS; calls as there; toxicity, %; measured here: cell loss, nuclei count;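 cell loss after 18 h compound exposure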
* hit, by the source's call; i = inactive; nt = no result given.

Structure	Hep lipid drop	WT yeast gro inh	Dynein cargo inh nuclear GR-EGFP	Yfh1-depleted yeast	Hep lipid drop cells 6.5 µM	MT stabilizer cytotoxicity %	Insulin prom up cell count	Dynein cargo inh cytoplasmic EGFP	MT stabilizer	MT stabilizer Hoechst-high %	HEK293 NOD2/NF-kB	b-catenin transl	Dynein cargo inh	Autophagy HCS cell loss 18 h	b-catenin transl cell count 5 µM	Dynein cargo inh cell count	Insulin prom up	WT yeast gro inh mutant strain	Autophagy HCS
CC(C)(C)c1cnnn1-c1ccc(C(=O)CCl)cc1	4	-2	-1.8*	i	680	0.1	1593	1.2*	3.3	1.2	17%	-0.7	-4.1*	46	1112	0.69*	0.63	-3	i
COc1ccc(-c2cnc3c(c2)CCC3(C#N)C#N)cc1	-60	-9	0.8	i	379	9.1	1030	-0.08	2.4	3.5	3%	1.2	1.6	21	502	-1.4	0.05	-21	i
Cc1cccc(NC2=NCC(=O)N2Cc2ccccc2)c1	-8	-21	0.27	i	629	25	1748	-0.24	2.9	0.2	10%	0.3	0.28	0	1083	0.68	-0.1	-7	i
CCOc1nc(-c2ccccc2Cl)nc2ccccc12	-11	nt	0.063	i	712	nt	1028	-0.24	nt	nt	16%	-1.2	0.35	nt	1280	-0.042	-0.07	nt	nt
O=[N+]([O-])c1ccccc1S(=O)(=O)N1CCN(Cc2cc3c(cc2O)OCO3)CC1	11	17	0.34	i	698	5.3	1176	-0.29	5.3	2.3	23%	-1.0	0.13	4	1016	0.25	0.32	-4	i
NNC(=O)[C@@H]1C[C@@H]1c1ccccc1	5	10	0.36	i	706	6.3	1392	-0.24	4.7	1.8	7%	-0.1	0.48	-22	906	-0.3	0.76	7	i
CCc1sc(NC(C)=O)nc1-c1ccccc1	1	-23	-0.097	i	519	5.2	nt	-0.21	1.3	2.4	-50%	0.3	0.31	17	1517	0.4	nt	2	i
CC1CCCC(NC2CCCCNC2=O)C1 (stereo not drawn)	nt	1	1	i	nt	21	1122	-0.47	7.2	1.8	1%	-1.1	3.5	29	958	-0.97	-0.91	-2	i
Cn1c(SCC(=O)NC2CCCCC2)nnc1-c1cc2cc(Cl)ccc2o1	-10	8	0.23	i	764	9.3	847	-0.25	2.3	2.6	-27%	nt	0.32	-2	nt	0.44	1.1	-6	i
C=C(C)CNC(=S)N/N=C1\CCCCc2ccccc21	-11	65*	-0.06	i	662	5.1	1337	-0.28	3.4	1.8	14%	2.4	0.16	17	1072	0.11	1.6	55*	i
COC(=O)C1=C(Nc2ccccc2NC(=O)c2ccccc2C(=O)O)CSC1	7	nt	0.1	i	668	nt	1103	-0.2	nt	nt	-10%	0.1	-0.6	nt	1391	0.83	0.64	nt	nt
CN(C)/C=C(\C#N)C(=O)c1cccnc1Oc1ccc(F)cc1F	nt	-2	0.71	i	nt	7.4	nt	-0.16	1.6	0.9	17%	nt	2.1	3	nt	-1.9	nt	-8	i
O=C(c1cccc(COCC(F)(F)C(F)F)c1)N1CCN(c2ccccc2)CC1	-2	42	-0.69	i	727	7.3	1257	-0.27	2.5	1.7	11%	-2.9	-0.48	6	1155	-0.23	0.61	28	i
O=C(c1ccccc1F)c1cc2c(cc1[N+](=O)[O-])OCCO2	-7	13	0.05	i	723	12	1436	-0.22	2.0	1.8	13%	0.6	0.41	5	1442	0.14	0.11	10	i
CCc1nnc(NC(=O)COc2ccc(N(C)S(=O)(=O)c3ccc(C)cc3)cc2)s1	41	-4	0.32	i	683	8.4	1102	-0.32	10	1.7	-15%	1.8	-0.86	-6	997	0.2	0.05	15	i

Continued (two carried over from the part before).
Structure	Hep lipid drop	WT yeast gro inh	Dynein cargo inh nuclear GR-EGFP	Yfh1-depleted yeast	Hep lipid drop cells 6.5 µM	MT stabilizer cytotoxicity %	Insulin prom up cell count	Dynein cargo inh cytoplasmic EGFP	MT stabilizer	MT stabilizer Hoechst-high %	HEK293 NOD2/NF-kB	b-catenin transl	Dynein cargo inh	Autophagy HCS cell loss 18 h	b-catenin transl cell count 5 µM	Dynein cargo inh cell count	Insulin prom up	WT yeast gro inh mutant strain	Autophagy HCS
O=C(c1ccccc1F)c1cc2c(cc1[N+](=O)[O-])OCCO2	-7	13	0.05	i	723	12	1436	-0.22	2.0	1.8	13%	0.6	0.41	5	1442	0.14	0.11	10	i
CCc1nnc(NC(=O)COc2ccc(N(C)S(=O)(=O)c3ccc(C)cc3)cc2)s1	41	-4	0.32	i	683	8.4	1102	-0.32	10	1.7	-15%	1.8	-0.86	-6	997	0.2	0.05	15	i
O=C(O)Cc1sc(-c2ccccc2Cl)nc1-c1ccccc1	5	-23	0.22	i	725	3.6	1131	-0.25	5.0	3.2	-21%	0.6	-0.33	13	1063	-0.81	0.53	1	i
Fc1ccccc1/C=C1\CCCC2=C1NC(=S)NC2c1ccccc1F (stereo not drawn)	0	14	0.39	i	680	6.8	1454	-0.29	3.9	2.2	-6%	-1.3	-0.35	6	1038	0.45	-0.73	18	i
CC(c1ccccc1)C1CC(=O)N(c2cc(Cl)ccn2)C1=O (stereo not drawn)	-7	nt	0.28	i	786	nt	1077	-0.21	nt	nt	13%	-1.5	0.78	nt	1298	-1.4	0.42	nt	nt
O=c1n(Cc2ccccc2)c2cc(Cl)cnc2n1Cc1ccccc1	-34	31	-0.049	i	577	6.9	1661	-0.17	5.9	2.4	0%	-0.8	-0.51	20	1030	0.2	0.2	41	i
N/C(=N\OC(=O)/C=C/c1ccccc1)c1ccccc1	16	-9	0.017	i	819	7.4	920	0.2	1.1	1.1	-85%	nt	-0.54	-3	nt	0.55	0.15	-21	i
CSc1nc(-c2ccco2)nn1S(=O)(=O)c1ccc(C)cc1	1	1	1.3	i	609	8.3	1299	-0.07	3.2	3.0	-15%	-2.2	1.8	0	1199	-0.79	-0.41	-7	i
O=C(CSc1nc2cc(Cl)ccc2s1)N1CCN(C(=O)c2ccco2)CC1	-16	35	0.24	i	690	4.3	1735	-0.18	3.1	1.0	-4%	-0.8	0.037	-4	1088	0.25	0.31	33	i
Cc1nn(C)cc1N1C(=O)c2cccc3c(N)ccc(c23)C1=O	-5	nt	1	i	705	nt	nt	-0.15	nt	nt	7%	-1.8	2.4	nt	1196	-0.56	nt	nt	nt
CCOc1cc(CNc2ccc3c(c2)CCC3)ccc1OC	-2	8	0.78	i	733	17	840	-0.28	3.2	2.0	8%	nt	1.8	5	nt	-0.83	-0.03	18	i
Cc1cccc(NC(=O)Nc2ccc3c(c2)OCO3)n1	5	8	0.011	i	749	3.2	1522	0.024	4.4	1.4	-92%	-0.2	-0.53	13	989	0.49	1.5	6	i
COc1ccc(C(C)=O)cc1CSc1nnc(C)s1	nt	4	1	i	nt	8.2	1439	-0.38	7.0	2.1	-1%	-6.8	1.6	8	1034	-1.5	0.55	6	i
COc1ccc(C(CCN2CCCC2)c2c(O)cc(OC)cc2OC)cc1 (stereo not drawn)	-2	nt	0.46	i	670	nt	nt	-0.8	nt	nt	5%	2.7	0.99	nt	974	0.13	nt	nt	nt
O=C(NC1CC1)C1=C[C@@H](C2CC2)C[C@@H](OCc2ccc(CO)cc2)O1	4	nt	-0.45	i	630	nt	1017	-0.77	nt	nt	12%	0.6	-1.3	nt	1302	0.5	0.56	nt	nt
CCOC(=O)c1c(C)[nH]c(C)c1C(=O)CSc1nnc(-c2cc(OC)c(OC)c(OC)c2)o1	nt	-17	0.3	i	nt	10	1375	-0.22	2.7	2.2	7%	-6.4	0.32	-12	1007	0.27	0.09	-26	i
Cc1ccsc1/C=N/NC(=O)Nc1ccccc1	5	-3	-0.13	i	677	7.7	1303	-0.27	1.9	1.9	-90%	-0.6	-0.47	-16	1081	0.38	-0.5	4	i

Going on with the list.
Structure	Hep lipid drop	WT yeast gro inh	Dynein cargo inh nuclear GR-EGFP	Yfh1-depleted yeast	Hep lipid drop cells 6.5 µM	MT stabilizer cytotoxicity %	Insulin prom up cell count	Dynein cargo inh cytoplasmic EGFP	MT stabilizer	MT stabilizer Hoechst-high %	HEK293 NOD2/NF-kB	b-catenin transl	Dynein cargo inh	Autophagy HCS cell loss 18 h	b-catenin transl cell count 5 µM	Dynein cargo inh cell count	Insulin prom up	WT yeast gro inh mutant strain	Autophagy HCS
O=C(Nc1ccc(S(=O)(=O)NCC2CCCO2)cc1)c1ccc(Cl)cc1[N+](=O)[O-] (stereo not drawn)	0	-18	0.28	i	672	4.7	nt	-0.33	2.7	1.8	19%	-0.1	-0.31	-5	1529	0.84	nt	-11	i
Cc1ccc(C(=O)Cn2c3[n+](c4ccccc42)CC(O)CS3)cc1 (stereo not drawn)	-2	3	0.3	i	732	11	1378	-0.22	1.9	1.9	-3%	-0.4	-0.31	-1	1105	0.12	-0.28	-5	i
Cc1ccc2cccc(OCc3ccccc3)c2n1	2	nt	0.6	nt	744	nt	1020	-0.17	nt	nt	20%	-0.6	0.12	nt	1329	-0.41	-0.25	nt	nt
O=C(/C=C/c1ccc(Cl)c([N+](=O)[O-])c1)Nc1ccc(N2CCCC2)c(Cl)c1	1	3	-0.26	i	615	7.0	1324	-0.19	1.4	1.7	16%	-0.2	-1.3	2	519	1.2	-0.36	-8	i

A portion of the library; the hit share may differ from the screen's.
